GPR7 antagonist – GPR7 receptor antagonists, primary screen, cell-based, fluorescence, single concentration; inhibition, % at 4.4 µM; Neuropeptides B/W receptor type 1 (Homo sapiens), P48145; actives 1.1% (n = 290,000); GPR7-expressing cells, fluorescence antagonist assay; AID 1861, 2009; in the data active = inhibition above about 16%, passing the limit was not always enough;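 note: cells stimulated with the agonist NPW; 0% = agonist with vehicle and 100% = vehicle without agonist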
OXTR agonist – human OXTR agonists, primary screen, fluorescence, CHO-OTR cells, Fluo-8 calcium; Oxytocin receptor (Homo sapiens), P30559; Fluo-8 calcium fluorescence; normalized: DMSO 0%, oxytocin 100%; activation, % at 3 µM; actives 0.32% (n = 320,000); AID 2435, 2010;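 active = activation above the mean of all tested compounds plus 3 SD, cutoff set per screening run, cut at about 20% in these data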;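 note: peak over basal fluorescence ratio from a 100 s FLIPR kinetic read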
V1aR counter – agonists of human V1a receptor, primary screen, counter-screen for OXTR agonist project, fluorescence, CHO-V1R cells; Vasopressin V1a receptor (Homo sapiens), P37288; Fluo-8 calcium fluorescence, agonist mode; 0% DMSO, 100% 3 nM vasopressin; activation, % at 3 µM; actives 0.25% (n = 320,000); AID 2797, 2010;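 active = activation above the mean activation of all tested compounds plus 3 SD, per screening run, cut at about 20% in these data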;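 note: signal is peak over basal fluorescence ratio across a 100 second FLIPR read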
Target sequence (P37288 whole entry, looked up): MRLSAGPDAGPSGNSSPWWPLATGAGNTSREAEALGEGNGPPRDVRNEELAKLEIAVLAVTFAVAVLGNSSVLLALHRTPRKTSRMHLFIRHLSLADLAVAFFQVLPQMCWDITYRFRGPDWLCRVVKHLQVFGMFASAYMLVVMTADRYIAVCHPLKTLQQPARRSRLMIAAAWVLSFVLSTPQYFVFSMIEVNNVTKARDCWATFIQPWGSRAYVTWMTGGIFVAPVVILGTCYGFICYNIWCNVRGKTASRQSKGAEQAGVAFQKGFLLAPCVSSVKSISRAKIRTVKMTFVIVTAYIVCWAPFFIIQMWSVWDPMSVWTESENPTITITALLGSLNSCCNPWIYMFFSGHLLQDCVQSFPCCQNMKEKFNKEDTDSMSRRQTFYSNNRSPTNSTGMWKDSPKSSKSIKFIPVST
MEKK2mut PB1 HTS – MEK5 binding signal on mutant MEKK2 PB1, primary screen, biochemical, multiplex bead flow cytometry, Alexa488-MEK5 | actives 0.35% (n = 290,000) | Alexa488-MEK5 binding to MEKK2 mutant | percent response, % at 10 µM; in the data active = percent response above about 24%, passing the limit was not always enough; note: inactives centre near 1; some results filed as inactive read as strong as hits
MEKK2wt PB1 HTS – modulators of MEK5 binding to wildtype MEKK2, primary screen, biochemical, multiplex bead flow cytometry, Alexa488-MEK5 | actives 1.1% (n = 290,000) | Alexa488-MEK5 binding to MEKK2 WT; actives lie on both sides | binding response (% of control), % at 10 µM | Mitogen-activated protein kinase kinase kinase 2 (Homo sapiens), Q9Y2U5 | AID 1531, 2009; in the data active = binding response below about 67% or above about 130%
GalR3 antag – GalR3 antagonists in HEK293 cells, primary screen, cell-based, fluorescence readout; Galanin receptor type 3 (Homo sapiens), O60755; HEK293 GalR3-CNG cAMP membrane potential fluorescence; galR3 body fused to GalR1 C-terminus; inhibition, % at 3 µM; actives 0.44% (n = 360,000);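 active = inhibition above the screen-wide average plus 3 SD, cut at about 13% in these data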;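 note: forskolin and galanin both at EC90 stimulate the cells; cAMP rise reported by CNG channel membrane potential dye signal; 0% = forskolin plus galanin with DMSO and 100% = forskolin alone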
Target sequence (O60755 1-299 limits assumed): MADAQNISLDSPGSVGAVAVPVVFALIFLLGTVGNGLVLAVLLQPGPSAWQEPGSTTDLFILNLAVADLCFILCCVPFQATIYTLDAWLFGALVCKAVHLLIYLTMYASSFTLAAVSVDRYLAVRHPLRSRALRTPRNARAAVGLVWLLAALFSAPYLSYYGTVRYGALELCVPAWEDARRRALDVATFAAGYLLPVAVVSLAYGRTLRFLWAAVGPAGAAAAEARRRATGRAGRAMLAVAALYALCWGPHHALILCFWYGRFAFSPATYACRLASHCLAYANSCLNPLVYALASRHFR
OXTR potentiate – human OXTR potentiators, primary screen, fluorescence, CHO-OTR cells, Fluo-8 calcium; Oxytocin receptor (Homo sapiens), P30559; Fluo-8 calcium fluorescence, potentiator mode; 0% = oxytocin EC15, 100% = EC100; activation, % at 3 µM; actives 0.061% (n = 320,000);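 active = activation above that plate's cutoff, the mean activation of tested compounds plus 3 SD, cut at about 6.6% in these data, passing the limit was not always enough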;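 note: 100% uses oxytocin at 75 nM as the full agonist control; some results filed as inactive read as strong as hits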
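assay system = CHO-OTR cells, human receptor | schedule = compound 6 min at room temperature before oxytocin, 100 s read | detection = Fluo-8 intracellular calcium fluorescence, ex 470-495, em 515-575 nm | evaluation = normalized max/min fluorescence ratio, % activation | control set = EC15 oxytocin alone as 0%, 75 nM oxytocin (EC100) as 100%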
NALP1 inh – NALP1 inflammasome inhibitors in reconstituted yeast, colorimetric, S. cerevisiae, triplicate retest | actives 0.61% (n = 280,000) | AID 2071, 2009 | inhibition, % at 10 µM | S. cerevisiae NALP1/ASC/caspase-1 growth, X-gal OD620, 72 h; in the data active = inhibition mostly above about 24%, no sharp cut-off; inactive = mostly below about 32%; note: some compounds called inactive have numbers as strong as hits
M18AAP inhibitor – PfM18AAP inhibitors, malaria aminopeptidase, primary screen, biochemical, QFRET, recombinant enzyme; M18 aspartyl aminopeptidase (Plasmodium falciparum 3D7); H-Glu-NHMec fluorogenic cleavage; inhibition, % at 7.35 µM; actives 1.2% (n = 290,000);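 active = inhibition above the campaign mean inhibition over all tested compounds plus 3 SD, cut at about 28% in these data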;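 note: 0% = plate median of test compound wells and 100% = 2 mM ZnCl2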
An asterisk follows results filed as active; . = no result given; & = joins results of further samples.

mol,NALP1 inh,OXTR agonist,MEKK2wt PB1 HTS,GPR7 antagonist,GalR3 antag,MEKK2mut PB1 HTS,V1aR counter,M18AAP inhibitor,OXTR potentiate
CN1C(=O)[C@@H]2[C@@H]3C[C@@H]([C@H]4ON=C(c5ccc(Cl)cc5)[C@@H]34)[C@@H]2C1=O,21,5.3,101,-6,-8,-1,4.7,1,-4
CCOP(=O)(c1ccccc1)C1(O)CCCCC1 (stereo not drawn),14,0.1,94,-8,0,0,0.1,6,-12
O=C(O)/C=C/c1cccc(NC(=O)Nc2ccc([N+](=O)[O-])cc2)c1,6,0.8,94,-13,-6,1,0.2,-2,1
CC(C)OCCCNCc1cccs1,3,0.1,103,-2,-3,1,-0.1,2,-14
O=C(O)Cc1c(-c2ccccc2Cl)c2cc(Br)ccc2[nH]c1=O,2,-0.5,104,-8,-3,1,0.1,0,0
CCN(CC)S(=O)(=O)c1cc(NC(=O)C2=COCCO2)ccc1Cl,.,0.6,.,.,2,.,0.4,.,2
Cn1c(CNc2ccc(Br)cc2)nc2ccccc21,-2,-0.3,111,2,-11,7,2.7,2,-4
Cc1n[nH]c(=O)nc1N/N=C/c1cccs1,-6,0.3,105,-1,0,2,-0.3,19,-9
COCC(=O)N(C)c1nnc(-c2ccccn2)s1,-13,0.9,106,0,-5,8,0.7,3,-5
CCCCCCOc1ccc(N2C(=O)CC(N3CCC(C(=O)OCC)CC3)C2=O)cc1 (stereo not drawn),62,2.6,103,-11,-4,3,5.2,-8,-3
CC12CC(NC(=O)N1c1ccc(C(=O)N3CCN(c4ccccn4)CC3)cc1)c1ccccc1O2 (stereo not drawn),16,.,106,-2,.,6,.,2,.
Cc1ccc(OCCn2cc(C(=S)N3CCCC3)c3ccccc32)cc1C,14,0.2,108,27*,1,7,0.1,-8,-5
CCn1nnnc1SCC(=O)Nc1nc(C)c(C)s1,2,-0.1,96,-8,0,-1,0.0,1,-13
CCN(CC)c1nc2c(c(=O)[nH]c(=O)n2C)n1Cc1ccccc1,-5,-1.6,101,-13,-6,6,-0.5,0,1
O=C1c2ccccc2C(O)(c2ccccc2)N1CCc1ccccc1 (stereo not drawn),-11,-1.5,101,-11,-3,1,-0.3,2,-17
CN(CC(=O)Nc1cccc(F)c1)C(=O)C1(c2ccccc2)CC1,.,-1.7,.,.,1,.,-0.1,.,-8
Cc1cc(C)cc(N(C(=O)C2CCCC2)C2C=CS(=O)(=O)C2)c1 (stereo not drawn),2,-1.1,78,3,-1,-13,-0.7,-19,-3
O=C(O)COCC(=O)Nc1ccc(-n2nc(C(F)(F)F)cc2-c2cccs2)cc1,.,-0.9,96,-1,-2,-17,0.3,-6,2
C/C(=N\NC(=S)NCc1ccccc1)c1ccco1,-3,-0.5,98,-10,-7,-2,-0.2,8,-14
CCN(CC)C(=O)CC(c1ccc(N(C)C)cc1)c1c(OC)cc(OC)c2c(-c3ccccc3)cc(=O)oc12 (stereo not drawn),4,-0.7,94,.,-4,-8,-1.0,.,-8
CCN(CC)Cc1c(O)ccc2c([N+](=O)[O-])c(C)n(-c3ccc(OC)cc3)c12,10,1.5,104,-10,-4,14,0.9,5,-9
OC1CCN(C(=S)NCCc2ccccc2)CC1,1,-0.5,105,-4,-5,6,0.8,-11,-11
CCc1ccc(NC(=O)Cc2cn(C)c3ccccc23)cc1,-12,-2.5,106,-2,-1,0,-0.6,1,-15
O=C(COC(=O)CNC(=O)c1cc(Cl)cc([N+](=O)[O-])c1)NC(=O)NCc1ccco1,.,0.1,.,.,0,.,-0.2,.,-7
CCCCC(=O)Nc1ccc2c(c1)nc1n2CCN(CCOC)C1,10,.,104,-8,-5,4,.,-3,.
COc1ccc(C(=O)Nn2c(SCc3ccc([N+](=O)[O-])cc3)nc3ccccc3c2=O)cc1,2,2.1,93,-2,-3,9,2.5,4,-3
COc1ccc(-c2cc(C(=O)Nc3cc(OC)c(OC)c(OC)c3)no2)cc1OC,16,-0.2,108,6,.,4,0.1,0,0
C/C(=N\OCC(=O)OCC(=O)N(Cc1ccccc1)C(C)(C)C)c1ccc2c(c1)OCO2,.,-1.3,.,.,-2,.,-1.5,.,-12
O=C(CN(Cc1ccc(F)cc1)C(=O)CCC(=O)Nc1nccs1)NCC1CCCO1 (stereo not drawn),-4,0.2,94,-7,-8,-1,-0.1,-1,-8
CCOCc1cc(CN2CCC(CCC(=O)NC3CC3)CC2)ccc1OC,-27,-0.7,107,-12,-2,2,0.1,4,5
CC(C)OC(=O)c1cccc(C(=O)Oc2ccc(Br)cc2)n1,9,1.9,101,8,0,2,2.6,-1,-11
O=C(O)CCCC(=O)Nc1c(F)c(F)c(F)c(F)c1F,9,-0.7,102,4,1,6,-0.3,-7,-5
Cc1nc2ccccn2c1C(=O)c1ccccc1,15,-1.6,108,-6,-3,6,-0.9,-4,-7
CCN(Cc1nc(-c2ccc(OC)c(OC)c2)no1)C(=O)c1ccc2c(c1)OCO2,19,0.9,97,-8,5,-9,4.0,-2,-10
N#Cc1nc(-c2cccc3ccccc23)oc1N,.,3.0,.,.,-3,.,2.0,.,-8
Cc1ccc(NC2CCCN(C(=O)c3cccnc3)C2)cc1C (stereo not drawn),8,-0.4,108,-10,-3,6,1.6,4,-4
Cn1c(N2CCOCC2)nc2c1c(=O)n(Cc1ccc(Cl)c(Cl)c1)c(=O)n2C,31,3.2,102,-3,0,7,5.4,1,-13
O=C(Nc1ccc(N2CCOCC2)c(Cl)c1)c1ccc(Br)o1,2,4.1,111,-8,-1,7,2.1,-14,-9
CCN(CC)CCNC(=O)c1ccc(Cl)c(S(=O)(=O)Nc2ccc(Cl)cc2)c1,13,0.6,113,4,-6&-3,11,0.6,-4,-14
CC(=O)Nc1ccc(C2=NN(C)C(=NCc3ccccc3)SC2)cc1,2,2.3,104,-7,-3,-2,3.5,9,-17
Cc1cc(N2CCN(C)CC2)nc2ccc(NC(=S)N3CCN(c4ccc(F)cc4)CC3)cc12,3,1.3,125,-20,-4,14,1.0,3,-5
Cc1ccc(/C=C/C(=O)NCC2COc3ccccc3O2)o1 (stereo not drawn),10,-1.4,92,-3,-2,-6,0.1,-67,-5
CN(Cc1ccccc1NS(=O)(=O)c1ccc2ccccc2c1)C1CCCCC1,-1,-2.2,98,-5,-5,0,-0.7,1,0
Cc1ccc(NC(=O)C(=O)NCC2CCCN2S(=O)(=O)c2cccs2)c(C)c1 (stereo not drawn),.,-1.0,.,.,-4,.,0.3,.,2
CCOc1ccc(OCCCC(=O)ON=C(N)c2ccccc2Cl)cc1,.,-0.8,.,.,-5,.,-0.5,.,-1
CSCCC1NC(=O)N(CC(=O)Nc2ccc(-c3ccccc3)cc2)C1=O (stereo not drawn),14,5.0,109,1,-2,2,5.2,-4,-5
COc1ccc(C(=O)N2CCN(c3nnnn3-c3ccccc3)CC2)cc1OC,-2,0.9,96,-16,-2,-2,0.5,-2,-1
CCCN1CCN(C(=O)C2CCCN(c3ncnc4c3nc3n4CCCCC3)C2)CC1 (stereo not drawn),-12,-1.1,97,-9,4,5,-0.9,11,-6
O=C(O)Cn1cc(C(=O)C(F)(F)F)c2ccccc21,4,0.1,98,-3,-5,-9,0.3,2,-3
CC[C@H](C)C1NC(=O)[C@H](CC(=O)O)NC(=O)c2cc([N+](=O)[O-])cc(I)c2NCCC(C(N)=O)NC1=O (stereo partly drawn),30,-0.2,98,-7,3,5,0.1,-9,-2
O=C(COC(=O)Cc1ccccc1)NCc1ccc2c(c1)OCO2,.,-0.7,.,.,-6,.,0.3,.,-4
COc1ccccc1C(CNC(=O)c1cccc(S(=O)(=O)Nc2ccc(C)cc2)c1)N1CCCC1 (stereo not drawn),.,1.0,.,.,-5,.,0.4,.,-4
CCc1ccc(OCCn2cccn2)cc1,-3,-0.3,99,-8,-2,-2,0.7,0,2
C=CCOc1ccc(/C=C/C(=O)OCC(=O)N(C)C2CCS(=O)(=O)C2)cc1 (stereo not drawn),12,3.1,107,-8,-2,6,7.0,-3,-5
COC(=O)c1ccc(NC(=O)CNc2ccccc2)cc1,-18,-0.7,84,2,-2,-10,-0.1,0,-13
Oc1ccc(N=Nc2ccccc2C(F)(F)F)c2cccnc12,6,-0.9,100,-8,-6,5,-0.6,2,-3
COc1cc(NC(=O)c2cc3c(CO)cnc(C)c3oc2=Nc2cccc(C(N)=O)c2)cc(OC)c1,13,-0.3,101,-20,1,5,-0.9,5,-5

Compound profiles, from the list above. Order of values: NALP1 inh, OXTR agonist, MEKK2wt PB1 HTS, GPR7 antagonist, GalR3 antag, MEKK2mut PB1 HTS, V1aR counter, M18AAP inhibitor, OXTR potentiate
CN1C(=O)[C@@H]2[C@@H]3C[C@@H]([C@H]4ON=C(c5ccc(Cl)cc5)[C@@H]34)[C@@H]2C1=O in the list: 21, 5.3, 101, -6, -8, -1, 4.7, 1, -4
COc1ccc(C(=O)N2CCN(c3nnnn3-c3ccccc3)CC2)cc1OC in the list: -2, 0.9, 96, -16, -2, -2, 0.5, -2, -1

Bioassay records deposited in PubChem BioAssay by several laboratories.
